Bioassay records: PubChem BioAssay, several laboratories
VLA-4 inh: inhibition in a human VLA-4 binding assay; VLA-4 expressing cells, ligand binding flow cytometry; inhibition, % (about 7 µM as worked out from the volumes in the protocol); 330,000 compounds, 0.2% hits; AID 2557; in the data active = inhibition above about 50%
BCLXL inh: inhibitors of human Bcl-xL. 320,000 compounds, 0.7% hits. inhibition, % at 10.9 µM. GST-Bcl-xL / FITC-Bim BH3 peptide fluorescence polarization;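 active = inhibition above the mean of all tested compounds plus 3 SD, cutoff set per campaign, cut at about 30% in these data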;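 note: 0% = DMSO wells and 100% = unlabeled Bim-BH3 peptide competitor; inhibitors lower millipolarization by displacing the labeled peptide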
GLD-1 TGE inh: GLD-1-TGE RNA interaction inhibition (C. elegans); 320,000 compounds, 0.44% hits; purified GLD-1 + fluorescein TGE RNA, fluorescence polarization; inhibition, % at 5.96 µM; Q17339;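 active = percent inhibition above a per-plate cutoff, the plate mean of test compounds plus 3 SD, cut at about 30% in these data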;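 note: 0% = DMSO wells with GLD-1 and probe and 100% = wells lacking GLD-1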
GRK2 inh: inhibitors of human GRK2 displacing RNA aptamer | bead flow cytometry, FAM-aptamer displacement from GRK2 | inhibition of aptamer binding, % at 10 µM | P25098 | 330,000 compounds, 0.59% hits;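 active = inhibition of aptamer binding above 40%, roughly 3 SD of noise, on plates passing a quality check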;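 note: median bead fluorescence of bound FAM aptamer so fluorescent compounds give negative values; no value below 0 was filed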
Target sequence (P25098 whole entry, looked up): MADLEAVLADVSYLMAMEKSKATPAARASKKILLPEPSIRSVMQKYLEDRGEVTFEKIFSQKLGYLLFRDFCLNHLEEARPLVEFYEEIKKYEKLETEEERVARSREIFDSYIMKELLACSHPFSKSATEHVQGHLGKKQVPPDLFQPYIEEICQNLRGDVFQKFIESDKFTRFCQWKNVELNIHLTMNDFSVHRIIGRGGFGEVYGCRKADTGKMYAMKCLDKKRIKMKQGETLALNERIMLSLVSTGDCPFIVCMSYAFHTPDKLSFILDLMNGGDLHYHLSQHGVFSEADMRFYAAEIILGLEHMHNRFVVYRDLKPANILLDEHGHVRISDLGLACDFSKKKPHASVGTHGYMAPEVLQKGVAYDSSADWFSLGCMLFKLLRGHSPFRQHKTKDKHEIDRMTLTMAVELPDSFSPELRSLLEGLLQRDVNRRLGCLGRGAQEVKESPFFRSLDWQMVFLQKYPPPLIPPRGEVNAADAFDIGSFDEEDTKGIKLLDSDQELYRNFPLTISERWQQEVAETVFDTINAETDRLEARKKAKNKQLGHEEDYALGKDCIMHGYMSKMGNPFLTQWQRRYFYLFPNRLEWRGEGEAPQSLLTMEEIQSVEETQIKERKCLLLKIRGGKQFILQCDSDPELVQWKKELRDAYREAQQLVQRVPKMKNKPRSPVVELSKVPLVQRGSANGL
MEX-5 binding: C. elegans MEX-5 TCR-2 RNA binding activity; activity score (negative = inhibition of binding), % at 10 µM; MEX-5/FITC-TCR2 RNA binding, fluorescence polarization; active compounds read low; 300,000 compounds, 0.38% hits; Q9XUB2;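 active = inhibition past about -25% in most replicates, and total fluorescence under double the plate's negative control median, limit read from the data; inconclusive = replicates evenly split on the limit, or fluorescence at least double controls; inactive = too little inhibition in most replicates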;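 note: 0% = DMSO and -100% = 5 µM competing unlabeled TCR2 RNA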
MCL1-BIM inh: MCL1-BIM-BH3 interaction inhibition (human). inhibition, % at 10.9 µM. Q07820. GST-MCL1 / FITC-Bim-BH3 fluorescence polarization. 320,000 compounds, 0.68% hits;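 active = inhibition above the mean inhibition of all tested compounds plus 3 SD, set per campaign, cut at about 40% in these data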;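 note: 0% = DMSO wells and 100% = unlabeled Bim-BH3 peptide control; higher means more loss of mP so more displacement of Bim peptide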
Target sequence (Q07820 whole entry, looked up): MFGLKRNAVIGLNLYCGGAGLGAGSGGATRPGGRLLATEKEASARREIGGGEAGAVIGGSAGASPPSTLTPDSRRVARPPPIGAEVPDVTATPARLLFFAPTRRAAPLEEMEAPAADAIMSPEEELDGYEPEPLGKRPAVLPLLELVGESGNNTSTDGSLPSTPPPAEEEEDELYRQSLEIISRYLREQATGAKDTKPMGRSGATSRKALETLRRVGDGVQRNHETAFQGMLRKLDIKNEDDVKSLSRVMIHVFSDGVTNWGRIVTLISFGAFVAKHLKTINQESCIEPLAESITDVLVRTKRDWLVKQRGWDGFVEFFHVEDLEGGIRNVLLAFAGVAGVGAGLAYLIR
AGP1 TOR yeast: yeast TOR pathway AGP1-GFP modulation; S. cerevisiae AGP1-GFP multiplex flow cytometry, 3 h; GFP as percent of DMSO wells; GFP response vs DMSO, % at 10 µM; 320,000 compounds, 0.02% hits; AID 2066;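 active = GFP response relative to DMSO above a set limit, near screen average plus 3 SD, cut at about 150% in these data; inconclusive = fewer than 70 cells counted for the yeast strain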;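 note: median GFP channel fluorescence of the gated AGP1 strain per well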
Fam108B counter: blocks mouse Fam108B hydrolase in RBBP9 counter-screen; recombinant Fam108B, FP-Rh probe fluorescence polarization; inhibition, % at 9.51 µM; 300,000 compounds, 0.33% hits; AID 1947;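 active = inhibition above the screen mean inhibition plus 3 SD, computed separately per campaign, cut at about 18% in these data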;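 note: inhibitors lower polarization as less probe binds the enzyme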
CIT2-GFP yeast: yeast TOR pathway CIT2-GFP modulation; 320,000 compounds, 0.065% hits; AID 2029; GFP response vs DMSO, % at 10 µM; S. cerevisiae CIT2-GFP strain, flow cytometry, 3 h; 100 means same as DMSO wells;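 active = GFP response relative to DMSO above a set limit, near the screen mean plus 3 SD, cut at about 150% in these data; inconclusive = Fewer than 70 cells measured for a yeast strain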;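 note: ratio of well median GFP fluorescence to mean of DMSO wells on the plate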
An asterisk follows results filed as active; ? = inconclusive; · = not tested or not shown; [ ] = remark or other dose.

[1] C/C(=N\Nc1nncc2ccccc12)c1cccc(OC(F)F)c1
[2] Cc1cc(N2CCC(C(=O)N3CCN(c4cccc(C)c4C)CC3)CC2)n2ncnc2n1
[3] Cc1cc(NC(=O)Cn2c(=O)c3c(ncn3CC(C)C)n(Cc3ccccc3)c2=O)no1
[4] COc1ccc(/C=N/Nc2nnc(C)n2N)cc1OC(C)=O
[5] Fc1ccc(NC(=S)NN=C2CCCCCC2)cc1

assay / entry,1,2,3,4,5
VLA-4 inh,4,-1,10,0,12
BCLXL inh,0,-2,-3,0,4
GLD-1 TGE inh,4,6,4,-9,0
GRK2 inh,1,3,1,15,1
MEX-5 binding,-1.3,0.1,-0.1,-0.3,0.4
MCL1-BIM inh,0,-2,-11,0,6
AGP1 TOR yeast,97,96,·,115,97
Fam108B counter,3,-2,-1,-6,3
CIT2-GFP yeast,97,92,92,109,97

[6] Cc1ccn2c(Nc3ccccc3C)c(-c3ccccn3)nc2c1
[7] Cc1ccn2cc(CNS(=O)(=O)c3ccc4c(c3)OCCO4)nc2c1
[8] Cc1ccc(OCC(=O)NCc2ccccn2)c(Br)c1
[9] Cc1cc(NC(=O)C2C3C(=O)N(Cc4ccc(Cl)cc4)C(C(=O)NCc4ccccc4)C34C=CC2(C)O4)no1 (centres undefined)
[10] CC(C)CC(NC(N)=O)C(=O)Nc1cccc([N+](=O)[O-])c1 (centres undefined)

assay / entry,6,7,8,9,10
VLA-4 inh,2,4,2,12,6
BCLXL inh,1,0,9,6,-3
GLD-1 TGE inh,9,4,0,-2,2
GRK2 inh,1,2,2,0,0
MEX-5 binding,·,0.7,0.1,1.3,-5.0
MCL1-BIM inh,5,6,0,2,-2
AGP1 TOR yeast,91,105,101,100,94
Fam108B counter,0,0,3,7,6
CIT2-GFP yeast,101,97,104,97,95

[11] O=C(Oc1c(-c2ccco2)oc2ccccc2c1=O)c1cccnc1
[12] CN(C)c1nc(NCc2ccccc2)nc(N/N=C/c2ccc3c(c2)OCO3)n1
[13] O=[N+]([O-])c1ccccc1S(=O)(=O)Nc1ccc2c(c1)OCCO2
[14] CCN(CC)CCCNC(=O)C1CCC(=O)N(c2ccc(OC)cc2)C1c1ccc(F)cc1 (centres undefined)
[15] O=C(O)CC1(c2ccccc2)C(=O)c2ccccc2C1=O

assay / entry,11,12,13,14,15
VLA-4 inh,2,10,9,9,6
BCLXL inh,2,-1,·,0,3
GLD-1 TGE inh,7,3,·,4,-1
GRK2 inh,6,1,2,3,0
MEX-5 binding,-1.4,-3.4,-1.0,0.4,1.6
MCL1-BIM inh,0,6,·,9,5
AGP1 TOR yeast,88,91,110,100,96
Fam108B counter,-1,5,·,-4,-4
CIT2-GFP yeast,86,96,110,98,98

[16] Cc1ccccc1-c1nc(CS(=O)CC(=O)NCCN2CCN(Cc3ccccc3)CC2)c(C)o1 (centres undefined)
[17] COc1cc(CNCc2cccc3ccccc23)cc(OC)c1
[18] COc1ccc(OC)c(S(=O)(=O)Nc2cc(C)on2)c1
[19] CC(=O)c1c(C)[nH]c(C(=O)NC2CCCCC2)c1C
[20] CCn1c(CSc2nc(C)cc(C)n2)nnc1SCC(=O)Nc1cccc2ccccc12

assay / entry,16,17,18,19,20
VLA-4 inh,11,-3,12,-3,-8
BCLXL inh,5,0,9,2,-7
GLD-1 TGE inh,8,-3,-3,-2,-7
GRK2 inh,0,0,1,0,6
MEX-5 binding,0.5,-1.1,4.0,-0.4,-0.3
MCL1-BIM inh,5,-2,8,4,-12
AGP1 TOR yeast,103,105,101,106,98
Fam108B counter,2,0,3,4,2
CIT2-GFP yeast,95,108,99,108,96

[21] Cn1c(SCC(=O)NC2CC2)nnc1-c1ccccc1Cl
[22] CCOC(=O)C1Nc2ccccc2C2c3ccccc3CC12 (centres undefined)
[23] COc1cccc(NC(=O)COC(=O)c2nc3nccc(C)n3n2)c1
[24] O=C(/C=C/c1ccccc1Cl)OCC(=O)N1CCCC1
[25] CC(CC(=O)O)CC(=O)N1CCN(S(=O)(=O)c2cccs2)CC1 (centres undefined)

assay / entry,21,22,23,24,25
VLA-4 inh,3,1,-2,6,-4
BCLXL inh,-1,4,-2,·,4
GLD-1 TGE inh,5,-10,1,3,9
GRK2 inh,2,1,0,1,0
MEX-5 binding,-3.6,4.7,0.8,·,-0.6
MCL1-BIM inh,-3,6,-4,·,3
AGP1 TOR yeast,93,77,107,99,97[may fluoresce green]
Fam108B counter,4,1,0,·,-2
CIT2-GFP yeast,93,82,·,106,99[may fluoresce green]

[26] COc1ccc(S(=O)(=O)NCCc2ccccn2)cc1
[27] Cc1ccc(C)c(S(=O)(=O)N2CCN(CC(=O)Nc3ccc([N+](=O)[O-])cc3)CC2)c1
[28] COc1ccccc1NC(=O)COC(=O)COc1ccccc1F
[29] Cc1cc(C(=O)NCC(=O)OCC(=O)N(C2CCCCC2)C2CCCCC2)ccc1[N+](=O)[O-]
[30] Cc1ccc([N+](=O)[O-])cc1S(=O)(=O)N1CCC(C)CC1

assay / entry,26,27,28,29,30
VLA-4 inh,-9,9,-11,18,-2
BCLXL inh,·,4,1,5,-2
GLD-1 TGE inh,-2,0,2,5,0
GRK2 inh,0,1,3,0,0
MEX-5 binding,·,-1.1,·,1.4,1.1
MCL1-BIM inh,·,1,3,5,-5
AGP1 TOR yeast,96,92,110,·,92
Fam108B counter,·,-2,·,-2,-3
CIT2-GFP yeast,104,95,94,·,88

Structures shown so far with a COOH group (two):
[15] O=C(O)CC1(c2ccccc2)C(=O)c2ccccc2C1=O
[25] CC(CC(=O)O)CC(=O)N1CCN(S(=O)(=O)c2cccs2)CC1 (centres undefined)

assay / entry,15,25
VLA-4 inh,6,-4
BCLXL inh,3,4
GLD-1 TGE inh,-1,9
GRK2 inh,0,0
MEX-5 binding,1.6,-0.6
MCL1-BIM inh,5,3
AGP1 TOR yeast,96,97[may fluoresce green]
Fam108B counter,-4,-2
CIT2-GFP yeast,98,99[may fluoresce green]

(next part)
[31] Cc1ccccc1NC(=O)NCCN1C(=O)C2C3C=CC(C3)C2C1=O (centres undefined)
[32] COc1ccc(Nc2cc(C)c3ccc(O)cc3n2)cc1
[33] COc1ccc(OC)c(S(=O)(=O)N2CCC(C(=O)NCc3cccnc3)CC2)c1
[34] CCOC(=O)c1cc(=O)n(Cc2ccccc2C)c2ccccc12
[35] COC(=O)CCC/C=C1/SCC(NC(=O)c2ccccc2)C1=O (centres undefined)

assay / entry,31,32,33,34,35
VLA-4 inh,8,23,0,0,9
BCLXL inh,1,3,1,-3,4
GLD-1 TGE inh,-5,-4,0,6,-4
GRK2 inh,2,0,0,0,0
MEX-5 binding,1.5,0.5,-1.5,0.7,-2.6
MCL1-BIM inh,-1,10,7,-4,4
AGP1 TOR yeast,100,128,101,102,103
Fam108B counter,3,10,-2,-3,-9
CIT2-GFP yeast,95,113,99,93,99

[36] Cc1ccc(S(=O)(=O)NCCN2CCOCC2)cc1C
[37] CC1CCCCC1NC(=O)CSc1nnc(COc2ccc(Cl)cc2)o1 (centres undefined)
[38] Cc1ccc(C2SCC(=O)N2Cc2cn3ccsc3n2)o1 (centres undefined)
[39] CCC(CC)COC(=O)C1=C(C)NC(=O)NC1c1cccc([N+](=O)[O-])c1 (centres undefined)
[40] COC(=O)C1=C(C)C(c2cccs2)NC(=O)N1C (centres undefined)

assay / entry,36,37,38,39,40
VLA-4 inh,-2,3,-5,6,7
BCLXL inh,3,-3,11,0,4
GLD-1 TGE inh,-1,1,2,0,5
GRK2 inh,0,3,0,4,5
MEX-5 binding,0.3,1.3,-0.3,-0.9,-1.1
MCL1-BIM inh,-1,-4,10,-5,7
AGP1 TOR yeast,98,105,102,87,98
Fam108B counter,-2,1,0,0,-1
CIT2-GFP yeast,101,101,99,93,100

[41] COC(=O)N/N=C/c1cn(Cc2ccc(F)cc2)c2ccccc12
[42] CCCCOc1ccc(C(=O)OCC(=O)N2CCOCC2)cc1
[43] Cc1c(CC(=O)O)c(=O)oc2c(C)c(OCc3c(F)cccc3Cl)ccc12
[44] COC(=O)c1ccccc1NC(=O)c1ccc2c(c1)CC(C)O2 (centres undefined)
[45] Cn1cc([N+](=O)[O-])c(C(=O)Nc2nccs2)n1

assay / entry,41,42,43,44,45
VLA-4 inh,6,2,22,-5,-1
BCLXL inh,5,1,·,·,2
GLD-1 TGE inh,10,4,·,·,8
GRK2 inh,0,5,2,0,0
MEX-5 binding,-1.0,2.1,1.8,-0.3,-0.1
MCL1-BIM inh,-1,1,·,·,5
AGP1 TOR yeast,123,50,92,99,99
Fam108B counter,4,-1,·,·,2
CIT2-GFP yeast,103,74,96,105,99

As a short view, part of the list above:
[43] Cc1c(CC(=O)O)c(=O)oc2c(C)c(OCc3c(F)cccc3Cl)ccc12
[44] COC(=O)c1ccccc1NC(=O)c1ccc2c(c1)CC(C)O2 (centres undefined)
[45] Cn1cc([N+](=O)[O-])c(C(=O)Nc2nccs2)n1

assay / entry,43,44,45
VLA-4 inh,22,-5,-1
BCLXL inh,·,·,2
GLD-1 TGE inh,·,·,8
GRK2 inh,2,0,0
MEX-5 binding,1.8,-0.3,-0.1
MCL1-BIM inh,·,·,5
AGP1 TOR yeast,92,99,99
Fam108B counter,·,·,2
CIT2-GFP yeast,96,105,99

More entries
[46] COc1ccc(NC(=O)N(C)C[C@H]2Oc3ccc(NC(=O)C4CC4)cc3C(=O)N([C@H](C)CO)C[C@@H]2C)cc1
[47] COC(=O)CC(NC(=O)c1ccc(C)cc1)c1ccccc1 (centres undefined)
[48] CSc1ncc(Sc2ccccc2)c(C(=O)O)n1
[49] Cc1ccc(C)c(OCC(=O)O/N=C(\N)c2cccc([N+](=O)[O-])c2)c1
[50] Cc1c(N2C(=O)c3ccc(Br)cc3C2=O)c(=O)n(-c2ccccc2)n1C
[51] O=C(c1ccc(Cl)cc1)c1ccc(Oc2cc(NN3CCCCC3)c([N+](=O)[O-])cc2[N+](=O)[O-])cc1
[52] Cc1ccc(S(=O)(=O)N(Cc2cc3ccccc3[nH]c2=O)CC2CCCO2)cc1 (centres undefined)
[53] CN(C)c1nc(Oc2ccc(=O)[nH]n2)nc(N2CCCCC2)n1

assay / entry,46,47,48,49,50,51,52,53
VLA-4 inh,-5,7,8,6,5,5,0,-3
BCLXL inh,·,6,5,3,0,11,5,4
GLD-1 TGE inh,-1,1,2,5,6,1,1,5
GRK2 inh,1,0,0,0,1,4,1,3
MEX-5 binding,·,3.4,0.7,0.1,-0.8,1.4,-1.2,1.4
MCL1-BIM inh,·,9,-2,-2,3,9,7,2
AGP1 TOR yeast,105,97,107,101,101,81,20[may fluoresce violet],100
Fam108B counter,·,-1,-2,-2,2,2,6,2
CIT2-GFP yeast,110,92,95,92,99,88,?,95
